Bioassay records as filed in PubChem BioAssay.
MsrA act: bovine methionine sulfoxide reductase A activation; activation, % at 10.6 µM; 360,000 compounds, 0.3% hits; AID 602163; purified bovine MsrA, absorbance read-out; in the data active = activation above about 7.5%;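 note: 0% = vehicle and 100% = reference activator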
eLon inh: inhibits E. coli Lon protease; inhibition, % at 7.94 µM; 360,000 compounds, 0.42% hits; purified E. coli Lon protease, fluorescence polarization; in the data active = inhibition above about 13%, passing the limit was not always enough;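 note: 0% = enzyme with probe and DMSO and 100% = no enzyme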
MsrA inhibitor: inhibitors of bovine MsrA | purified bovine MsrA, absorbance read-out | inhibition, % at 15.5 µM | 360,000 compounds, 0.75% hits; in the data active = inhibition above about 4.5%;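 note: 0% = vehicle wells with enzyme and 100% = reference inhibitor wells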
FAS TE block: FAS thioesterase (human) inhibition | recombinant FAS-TE, OMFH fluorogenic substrate, fluorescence endpoint | inhibition, % at 15 µM | 360,000 compounds, 0.67% hits | AID 602261;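 active = compounds whose normalised, plate-corrected inhibition of enzyme fluorescence in the single-dose primary screen is 50% or more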;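 note: 0% = DMSO with enzyme and 100% = substrate without enzyme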
TbMetRS inhib: blocks T. brucei methionyl-tRNA synthetase activity. purified T. brucei MetRS, ATP depletion, Kinase-Glo luminescence. inhibition, % at 11.9 µM. 360,000 compounds, 0.4% hits. AID 624268;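 active = inhibition above a per-plate cutoff of the control wells' mean inhibition plus 3 SD, cut at about 5.5% in these data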;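 note: 0% = DMSO wells median and 100% = median of wells with control inhibitor compound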
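Test system: purified T. brucei MetRS enzyme. Also added: ATP, methionine and E. coli bulk tRNA substrates. Compound: 11.9 µM single point. Schedule: 15 min enzyme-compound preincubation, 2 h reaction, 10 min detection, 25 °C. Signal: luciferase luminescence of residual ATP, Kinase-Glo. Evaluation: percent inhibition versus plate control medians. Controls: DMSO wells, low control.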
Neddyl block: cullin neddylation inhibition; calls only at 25 µM; 360,000 compounds, 0.58% hits; TR-FRET cullin neddylation, biochemical; P61081+Q13564; in the data active = inhibition above about 36%
MLLE-PAM2 inh: blocks PAM2 peptide binding to the PABP1 MLLE domain | P11940 | GST-MLLE / FITC-PAM2 fluorescence polarization | inhibition, % at 20 µM | 360,000 compounds, 0.36% hits | AID 588489; in the data active = inhibition above about 35%, passing the limit was not always enough;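 note: plate controls were DMSO wells with GST-MLLE for no effect and wells lacking GST-MLLE protein for full effect; some results filed as inactive read as strong as hits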
Rin1-Abl PPI inh: inhibitors of human Rin1-Abl protein interaction; P00519+Q13671; TR-FRET Rin1/Abl binding, biochemical; inhibition, % at 7.35 µM; 360,000 compounds, 0.4% hits; AID 588664; in the data active = inhibition above about 5%, passing the limit was not always enough
Target sequence (P00519 whole entry, looked up): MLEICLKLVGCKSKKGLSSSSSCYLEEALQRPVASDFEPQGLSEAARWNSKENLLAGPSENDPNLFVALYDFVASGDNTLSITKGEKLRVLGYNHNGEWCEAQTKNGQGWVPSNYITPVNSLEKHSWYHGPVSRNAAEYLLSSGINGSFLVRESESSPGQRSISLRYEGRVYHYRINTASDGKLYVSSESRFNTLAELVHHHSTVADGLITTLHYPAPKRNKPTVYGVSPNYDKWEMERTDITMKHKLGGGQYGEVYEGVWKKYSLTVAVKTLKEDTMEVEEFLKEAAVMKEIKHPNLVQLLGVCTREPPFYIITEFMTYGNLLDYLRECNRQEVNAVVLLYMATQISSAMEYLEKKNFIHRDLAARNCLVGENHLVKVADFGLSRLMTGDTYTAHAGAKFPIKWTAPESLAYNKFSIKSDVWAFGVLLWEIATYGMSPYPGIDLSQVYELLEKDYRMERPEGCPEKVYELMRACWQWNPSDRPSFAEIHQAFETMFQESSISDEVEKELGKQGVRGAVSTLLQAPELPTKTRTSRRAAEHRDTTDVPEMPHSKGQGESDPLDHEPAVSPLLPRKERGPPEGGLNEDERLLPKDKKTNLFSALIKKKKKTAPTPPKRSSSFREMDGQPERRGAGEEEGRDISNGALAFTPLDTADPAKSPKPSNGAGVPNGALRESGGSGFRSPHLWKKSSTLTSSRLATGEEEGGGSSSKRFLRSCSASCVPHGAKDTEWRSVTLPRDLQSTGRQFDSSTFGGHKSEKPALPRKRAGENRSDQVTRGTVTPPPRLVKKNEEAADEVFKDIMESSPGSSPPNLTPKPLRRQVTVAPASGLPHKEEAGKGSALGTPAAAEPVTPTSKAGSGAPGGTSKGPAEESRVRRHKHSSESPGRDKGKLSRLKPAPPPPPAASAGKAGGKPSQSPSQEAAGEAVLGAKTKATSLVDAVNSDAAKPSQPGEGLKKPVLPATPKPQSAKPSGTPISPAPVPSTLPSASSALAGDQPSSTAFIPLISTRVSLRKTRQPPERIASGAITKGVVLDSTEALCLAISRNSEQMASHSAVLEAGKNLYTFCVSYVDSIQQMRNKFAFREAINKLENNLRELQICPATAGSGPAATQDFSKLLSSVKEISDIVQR
Target sequence (Q13671 whole entry, looked up): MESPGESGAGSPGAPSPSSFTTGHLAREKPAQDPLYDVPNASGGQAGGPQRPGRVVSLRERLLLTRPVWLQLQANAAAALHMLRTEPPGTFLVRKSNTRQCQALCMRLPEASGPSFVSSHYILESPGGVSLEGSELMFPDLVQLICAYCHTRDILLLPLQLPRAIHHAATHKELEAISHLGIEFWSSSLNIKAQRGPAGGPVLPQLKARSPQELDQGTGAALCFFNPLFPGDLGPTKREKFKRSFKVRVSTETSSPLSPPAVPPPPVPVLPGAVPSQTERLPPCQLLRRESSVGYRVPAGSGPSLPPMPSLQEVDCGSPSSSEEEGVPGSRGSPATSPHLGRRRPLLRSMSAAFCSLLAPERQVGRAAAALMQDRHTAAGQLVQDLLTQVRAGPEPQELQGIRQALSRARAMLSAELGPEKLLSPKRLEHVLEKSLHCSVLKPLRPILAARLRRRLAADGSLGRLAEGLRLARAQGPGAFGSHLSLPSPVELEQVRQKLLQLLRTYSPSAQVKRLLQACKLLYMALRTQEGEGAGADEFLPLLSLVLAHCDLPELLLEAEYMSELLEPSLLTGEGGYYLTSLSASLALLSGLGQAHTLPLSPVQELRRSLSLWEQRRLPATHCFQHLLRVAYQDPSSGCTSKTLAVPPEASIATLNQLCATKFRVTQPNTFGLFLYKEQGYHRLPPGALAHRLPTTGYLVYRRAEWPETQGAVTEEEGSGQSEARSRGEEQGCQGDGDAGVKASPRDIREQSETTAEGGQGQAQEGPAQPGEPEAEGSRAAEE
CSN deneddyl inh: CSN deneddylation inhibition | Q92905 | Purified CSN, SCF-Nedd8-OG deneddylation, fluorescence polarization | inhibition, % at 12.5 µM | 360,000 compounds, 0.38% hits | AID 651999;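 active = pattern-corrected inhibition above about 35%, with an unprinted fluorescence ratio check between 0.5 and 1.5, limit read from the data, passing the limit was not always enough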;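 note: 0% = enzyme with substrate and 100% = substrate without enzyme; some results filed as inactive read as strong as hits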
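Assay system: purified human Csn5 enzyme expressed in HEK293T cells; Input: 0.24 nM Csn5 enzyme, final concentration; Reagent: 10 nM SCFSkp2-Nedd8OG; Compound dosing: 12.5 µM single point; Times: reaction 90 min, room temperature; Technique: fluorescence polarization readout.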
* = called active by the depositor; i = inactive; · = no result given. An unsorted share of the library. About 4% of those tested had a hit in this group.

SMILES | MsrA act | eLon inh | MsrA inhibitor | FAS TE block | TbMetRS inhib | Neddyl block | MLLE-PAM2 inh | Rin1-Abl PPI inh | CSN deneddyl inh
CCCOc1ccc(F)cc1-c1cc(C(=O)Nc2ccc(OC)cc2C)[nH]n1 | -3 | -8 | 1.1 | 18 | 0.3 | i | 13 | -2 | -1
O=c1cc(-c2ccccc2)nc2cc(-c3ccc(Br)cc3)[nH]n12 | -6 | -1 | 0.2 | -2 | -0.4 | i | -10 | 0 | 0
CCn1c(CNC(=O)c2ccco2)nnc1SCC(=O)Nc1cc(C)c(C)cc1Br | -2 | 12 | 0.9 | -6 | 0.0 | i | -17 | -2 | 3
O=C(Nc1ccccc1)C1(c2ccccc2)CC1(Cl)Cl (stereo not drawn) | 4 | 0 | 0.9 | 4 | -0.1 | i | 11 | 0 | -3
Cn1c(=O)c2c(ncn2CCC(=O)N/N=C/c2ccncc2)n(C)c1=O | -1 | 2 | -0.7 | -4 | 0.1 | i | -5 | -2 | 2
COc1cccc(C2C(C(=O)c3cc4ccccc4o3)=C(O)C(=O)N2c2cc(C)on2)c1OC (stereo not drawn) | -5 | 4 | 0.0 | -4 | -0.7 | i | 5 | -1 | 1
Cc1ccc(CNC(=O)c2ccc(N3CCC4(CC3)CC(c3ccccc3)=NO4)c(NC(=O)c3ccc(Br)cc3)c2)cc1 | -2 | 0 | 1.5 | 28 | 0.1 | i | 1 | 4 | 3
COc1ccc(-n2c(C)cc(/C=C3\C(=O)NN(c4ccccc4)C3=O)c2C)cc1 | -5 | -4 | 1.3 | -11 | -0.8 | i | -10 | -4 | 0
Cc1ccc2cc(C)c(NCCO)nc2c1 | -3 | -1 | 1.1 | -8 | -0.9 | i | 12 | -1 | -1
COc1cc(/C=C/C(=O)c2ccc(Cl)s2)cc(OC)c1O | -4 | -48 | · | -4 | 0.6 | i | -16 | -4 | 5
Cc1ccc(NC(=O)C2=NNC(=O)CC2)cc1F | -5 | 8 | 0.3 | -8 | 0.5 | i | 0 | 2 | -5
COc1ccc(NC(=S)N2CCN(C/C=C/c3ccccc3)CC2)cc1 | -12 | -5 | -0.3 | 3 | -0.9 | i | -122 | 9.3* | -2
CC1CCC2(CC1)NC(=O)N(CC(=O)c1ccc3c(c1)OCO3)C2=O (stereo not drawn) | -5 | -12 | 1.1 | -5 | -0.4 | i | 3 | 2 | 1
COc1cc(NC(C)=O)ccc1NC(=O)c1cc2ccccc2o1 | -6 | -1 | 0.7 | -1 | 0.1 | i | -8 | 1 | -1
COc1ccc(OC)c(S(=O)(=O)CC(O)COc2ccccc2Cl)c1 (stereo not drawn) | 0 | 6 | 3.4 | -4 | -0.1 | i | -14 | -1 | 1
Cc1cc(C(=O)CSc2ccc(F)cc2)cc(C)c1O | -2 | -1 | 3.4 | 7 | -0.6 | i | 18 | 0 | -4
Cc1ccc(Nc2cccccc2=O)cc1 | -16 | 0 | 0.8 | -3 | -0.8 | i | -2 | -2 | 4
CC(=O)c1ccc(Nc2nc3ccccc3nc2NS(=O)(=O)c2cccs2)cc1 | -1 | 3 | 0.5 | 0 | -0.1 | · | -1 | 0 | 5
COc1ccc(S(=O)(=O)Nc2ccc(S(=O)(=O)N3CCCCC3)cc2)cc1 | 0 | 2 | 0.2 | 2 | 0.4 | i | -1 | 0 | -4
CCOC(=O)c1c(C(C)(C)C)oc2ccc(O)cc12 | -7 | 20* | · | 20 | -1.3 | i | -4 | 1 | -3
COc1ccc(C(C)NC(=O)Nc2ccc(C(C)=O)cc2)cc1OC (stereo not drawn) | -3 | 0 | 0.4 | -5 | 0.5 | i | 4 | 3 | -2
Cc1ccccc1C(=O)N1CCN(c2ccc(NC(=O)Cc3ccccc3)cc2)CC1 | -3 | 4 | 0.5 | -2 | -0.5 | i | -6 | 0 | 1
CN(CC(=O)Nc1ccccc1C(F)(F)F)C(=O)C1CC1 | -9 | 5 | -0.5 | 0 | -0.4 | i | 9 | 5 | 0
O=c1ccc(S(=O)(=O)N2CCCC2)cn1Cc1ccc(Cl)cc1Cl | -3 | 1 | 0.9 | 0 | -0.5 | i | -35 | 3 | -3
CCOc1ccc(C(=O)Nc2cccc(-n3cnnn3)c2)cc1OCC | -9 | 6 | 0.5 | 6 | -0.6 | i | -2 | -1 | 2
Cc1ccc(-n2nnnc2SCC(=O)Nc2cc(C)on2)c(C)c1 | -1 | -1 | -0.8 | 1 | -0.1 | i | -16 | 1 | 0
O=c1oc(-c2cccs2)nc2ccc(Br)cc12 | -2 | -1 | 2.5 | 28 | -0.3 | i | 1 | -2 | -5
O=C(CCNC(=O)c1ccc([N+](=O)[O-])cc1)Nc1cccc(S(=O)(=O)N2CCCCC2)c1 | -2 | -5 | -1.8 | 48 | 0.8 | i | 0 | -3 | 1
O=C(NCCc1ccccc1)C1CCC(=O)N(Cc2cccc(C(F)(F)F)c2)C1 (stereo not drawn) | -4 | 5 | 0.1 | 2 | -0.3 | i | 10 | 3 | -3
CC(=O)c1ccc(NC(=O)COC(=O)c2ccccc2Nc2ccccc2)cc1 | -10 | 1 | -1.2 | 11 | -1.0 | · | -1 | -3 | -7
COc1ccc(-c2cc(C(=O)NCCCn3ccnc3)no2)cc1OC | -7 | -5 | -0.6 | -7 | -1.1 | i | -6 | 1 | -1
CCCCN(C(=O)c1ccc([N+](=O)[O-])o1)c1c(N)n(CC(C)C)c(=O)[nH]c1=O | -2 | 40* | -0.6 | -4 | -0.3 | i | 37 | 0 | 3
CCOC(=O)CCc1c(C)c(C#N)c2[nH]c3ccccc3n2c1=O | -4 | 5 | 1.9 | -3 | 0.0 | · | 3 | -3 | -1
O=C(CN1CCN(Cc2ccccc2)CC1)N/N=C/C=C/c1ccco1 | -9 | -3 | 5.8* | -11 | -0.2 | i | -6 | -3 | -1
CCCN(CCO)Cc1ccc2ccccc2c1 | -14 | -15 | -0.9 | -5 | -1.3 | i | 6 | -2 | 5
CC(=O)c1cccc(NC(=O)CCCOc2ccc(C)cc2)c1 | -5 | 3 | -1.2 | 1 | -0.7 | i | 3 | 0 | -8
CC(C)CNC(=O)CN(c1cccc(Cl)c1)S(C)(=O)=O | -3 | 9 | -0.2 | -3 | 0.0 | i | 1 | 2 | -9
CCC(C)/C(C)=N/NC(=O)CSc1nc2ccccc2[nH]1 (stereo not drawn) | 1 | -3 | -0.1 | -14 | 1.1 | i | -39 | 0 | 3
Cc1cc(=O)[nH]c(SCC(=O)NCCc2ccccc2)n1 | -2 | 4 | 1.5 | -7 | -0.1 | i | 17 | 1 | 7
O=C1C2CCCN2C(c2cccs2)N1c1ccc(Cl)cc1 (stereo not drawn) | -11 | 1 | -0.3 | -6 | -0.9 | i | 1 | 1 | -4
CC(C)CC(=O)N/C(N)=N/c1nc2ccccc2o1 | -2 | 5 | 1.2 | -1 | -0.3 | i | 14 | -1 | 7
COc1ccc(-c2csc(NC(=O)C3CC(=O)N(c4ccc5c(c4)OCCO5)C3)n2)cc1 (stereo not drawn) | -2 | 8 | -0.8 | -10 | 0.1 | i | 1 | -2 | -2
c1cc(-c2ccc(N3CCOCC3)cc2)n2ccnc2c1 | -7 | 5 | 3.0 | -4 | -0.2 | · | 4 | 0 | 0
COc1cccc2c(=O)c3c(cnn3C)n(C)c12 | -3 | -6 | 1.1 | -6 | -0.7 | · | 0 | -3 | -2
CC1Nc2ncnc(N3CCOCC3)c2N(Cc2ccccc2)C1=O (stereo not drawn) | 2 | 3 | 2.0 | -7 | -0.1 | i | -11 | 3 | 2

Single entries from the entries so far.
Result for `CCC(C)/C(C)=N/NC(=O)CSc1nc2ccccc2[nH]1` (stereo not drawn) under MLLE-PAM2 inh: -39
Result for `CCCN(CCO)Cc1ccc2ccccc2c1` under eLon inh: -15
Result for `CC(=O)c1cccc(NC(=O)CCCOc2ccc(C)cc2)c1` under MLLE-PAM2 inh: 3

Next section:
SMILES | MsrA act | eLon inh | MsrA inhibitor | FAS TE block | TbMetRS inhib | Neddyl block | MLLE-PAM2 inh | Rin1-Abl PPI inh | CSN deneddyl inh
CCCn1cc(NC(=O)c2cc(-c3ccccc3)on2)cn1 | -1 | 4 | 0.0 | 1 | 0.2 | i | 6 | 0 | 2
O=C(NC1CCCCC1)c1ccc([N+](=O)[O-])cc1 | -2 | 3 | -0.1 | -4 | -0.2 | i | -15 | -1 | -3
Cc1c(NS(=O)(=O)c2ccc(Br)s2)c(=O)n(-c2ccccc2)n1C | -3 | -3 | -0.6 | -7 | -0.8 | i | -4 | 1 | -3
CC(=O)OC/C=C(\C)CCC=C(C)C | -1 | 6 | 0.3 | -4 | 0.0 | i | -13 | -1 | -2
COc1ccc2c(c1)C(=O)N(c1ccc(C)cc1)C(=O)C2 | -9 | -4 | 0.1 | -15 | -1.8 | i | -9 | 1 | 9
COc1ccc(-n2c(COc3cccc4ccccc34)nnc2SCC(=O)NCc2ccco2)cc1 | -10 | -6 | 0.7 | 18 | -0.8 | i | -77 | 0 | 2
Cc1cc(CNC(=O)CC2C(=O)NCCN2Cc2ccccc2C(F)(F)F)nn1C (stereo not drawn) | -6 | 13 | 2.5 | -7 | -0.8 | i | 4 | -3 | 2
O=C(NC1CCS(=O)(=O)C1)c1ccc(S(=O)(=O)N2CCCCC2)cc1 (stereo not drawn) | -4 | -5 | 1.3 | -1 | -0.8 | i | -5 | 0 | -7
Cc1ccc(CN2C(=O)CCC2(C)C(=O)NCc2cccnc2)cc1 (stereo not drawn) | 0 | -10 | -1.4 | -12 | 0.6 | i | -2 | -3 | -5
Cc1cc2occ(CC(=O)N(C)CC(=O)Nc3c(C)cccc3C)c2cc1C | -9 | 3 | 0.4 | 0 | -0.5 | i | -37 | 3 | -1
CCOC(=O)Cc1cc(=O)n2[nH]c(C)c(-c3ccccc3)c2n1 | -12 | -4 | 1.2 | -9 | -1.1 | · | 9 | -1 | -2
Cc1ccc(C(=O)Cn2c(C(=O)OCCO)cc3ccccc32)cc1 | -1 | 2 | 1.6 | 6 | 0.1 | i | -2 | -1 | 0
COc1ccc(Cl)cc1S(=O)(=O)NC(C)C(=O)NCc1cccnc1 (stereo not drawn) | -2 | 3 | 0.6 | -1 | -0.2 | i | 8 | 4 | -1
CCOC1=C2[C@@H](CN(S(=O)(=O)c3ccc(C)cc3)[C@H]2c2ccccc2F)[C@H]2C(=O)N(Cc3ccccc3)C(=O)[C@H]2C1 | -4 | 11 | 0.1 | 36 | -1.4 | i | -2 | 6 | 1
COc1ccc(OCc2nc3ccccc3[nH]2)cc1 | -4 | -10 | -0.6 | -5 | 1.1 | i | 6 | -3 | 3
Cc1ccccc1NC(=O)c1cc2ccccc2o1 | -11 | 4 | 0.9 | -2 | -1.3 | i | 11 | -1 | 4
Cc1ccc(S(=O)(=O)N2CCCCC2CCNC(=O)C(=O)NCC2CCCO2)cc1 (stereo not drawn) | 1 | 5 | 0.3 | -6 | -0.3 | i | 0 | 1 | -3
Oc1ccc(CN2CCN(c3ccccc3)CC2)c2cccnc12 | -1 | 3 | · | 8 | -0.6 | i | 20 | -3 | -2
COc1ccc(CC(=O)c2cc(OC)c(OC)cc2CC(=O)O)cc1OC | -1 | 5 | 1.6 | 3 | -0.3 | i | 6 | 1 | -2
O=c1cc2c(nn1Cc1ccc(Cl)cc1)-c1ccccc1CC2 | -12 | -7 | -0.3 | 28 | -0.8 | i | -8 | 2 | -3
